Pin1 inhibitor – qHTS Assay to Find Inhibitors of Pin1; 390,000 tested, 0.009% active; AID 504891, 2011; Potency, µM (doses to about 115 µM), for inactives: at the top dose activity, negative = inhibition, most hits filed as inhibitors; Pin1 FP peptide displacement, HiFluor488, 10 min; active = well fitted inhibition curve with a large enough effect in the polarisation, with a control signal flat, not every such curve was filed as active; inconclusive = small, poorly fitted or top-dose-only effect, or effect the other way, or a change in a side signal; inactive = no such curve, though single readings can be large or run the other way; the % refers to the polarisation; note: potency is the fitted concentration of half-maximal effect; % is set by controls: 0 for no effect and ±100 for the full control effect
GLS inh – qHTS for Inhibitors of Glutaminase (GLS) | GLS enzymatic activity, qHTS titration | Potency, µM (top dose mostly 45.5 µM), for inactives: at the top dose activity change, negative = inhibition, actives largely listed as inhibitors | 410,000 tested, 0.21% active | AID 624170, 2012; note: potency is the fitted concentration of half-maximal effect; % is set by controls: 0 for no effect and ±100 for the full control effect
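Coupled fluorescence readout: glutamate oxidase/HRP/Amplex Red detect glutamate formed by hKGA from L-glutamine (1 mM solution added). Buffer 45 mM KH2PO4 pH 8.2, 0.02% Tween-20; reads at t0 and 30 min RT.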
JMJD2A Tudor – qHTS Assay for Inhibitors of JMJD2A-Tudor Domain | Potency, µM (top dose mostly 114 µM), for inactives: top-dose activity change, negative = inhibition, hits mostly inhibitors | Lysine-specific demethylase 4A (Homo sapiens), O75164 | AlphaScreen JMJD2A-Tudor / H3K4me3 peptide binding | 390,000 tested, 4.4% active; note: potency is the fitted concentration of half-maximal effect; % is set by controls: 0 for no effect and ±100 for the full control effect; nearly all actives have a fitted effect of over 50% in size
HP1b binding inh – HTS for Inhibitors of HP1-beta Chromodomain Interactions with Methylated Histone Tails. AlphaScreen HP1-beta / biotin-H3K9me3 peptide binding. Potency, µM (series often up to 114 µM), inactives show at the top dose activity change, negative = inhibition, usual class: inhibitors. 390,000 tested, 0.56% active; note: potency is the fitted concentration of half-maximal effect; nearly all actives have a fitted effect of over 70% in size; inactives centre near 23
Target sequence (P83916 whole entry, looked up): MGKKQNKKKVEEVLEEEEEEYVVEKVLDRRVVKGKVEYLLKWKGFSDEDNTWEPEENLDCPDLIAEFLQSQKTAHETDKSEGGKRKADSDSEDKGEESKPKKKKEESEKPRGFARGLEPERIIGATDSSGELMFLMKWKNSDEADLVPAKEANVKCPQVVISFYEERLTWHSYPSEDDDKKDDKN
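HP1-beta protein (50 nM final) preincubated 30 min at room temperature with biotinylated H3(1-18)K9me3 peptide (50 nM) in PBS pH 7.4, 0.01% Tween-20, then compound added for 30 min. AlphaScreen streptavidin donor/nickel chelate acceptor beads (10 ug/mL final), 30 min dark, luminescence read.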
PI4K2A block – qHTS for small molecular inhibitors of PI4K2A | Phosphatidylinositol 4-kinase type 2-alpha (Homo sapiens), Q9BTU6 | purified PI4K2A, ADP-Glo luminescence, 1 h; hits give low values | activity change, negative = inhibition, % at 76.9 µM | 420,000 tested, 0.13% active | AID 1346378, 2018; in the data active = activity change below about -50%; inconclusive = mostly about -30% to -49%;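 note: -100% = wells without enzyme as full effect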
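In this quantitative HTS, ADP production by PI4K2A was quantified luminescently after 1 h at ambient temperature; 100 microM adenosine served as plate-quality control.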
ERG Ets-DNA blk – qHTS for Small Molecule Inhibitors of the ERG Ets/DNA interaction | fluorescence polarization, His-ERG Ets domain / labelled DNA | Potency, µM (titrated, usually from 76.9 µM), inactives show top-dose FP activity, negative = inhibition, hits mostly inhibitors | 370,000 tested, 0.028% active; active = well fitted inhibition curve with a large enough effect in the polarisation, with a control signal flat; inconclusive = small, poorly fitted or top-dose-only effect, or effect the other way, or a change in a side signal; inactive = no such curve, though single readings can be large or run the other way; the % refers to the polarisation;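 note: polarization taken with two DNA probes labelled with fluorescein and Texas red; potency is the fitted concentration of half-maximal effect; % of control where 0% means no effect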
Target sequence (P11308 whole entry, looked up, the tested form may be a part): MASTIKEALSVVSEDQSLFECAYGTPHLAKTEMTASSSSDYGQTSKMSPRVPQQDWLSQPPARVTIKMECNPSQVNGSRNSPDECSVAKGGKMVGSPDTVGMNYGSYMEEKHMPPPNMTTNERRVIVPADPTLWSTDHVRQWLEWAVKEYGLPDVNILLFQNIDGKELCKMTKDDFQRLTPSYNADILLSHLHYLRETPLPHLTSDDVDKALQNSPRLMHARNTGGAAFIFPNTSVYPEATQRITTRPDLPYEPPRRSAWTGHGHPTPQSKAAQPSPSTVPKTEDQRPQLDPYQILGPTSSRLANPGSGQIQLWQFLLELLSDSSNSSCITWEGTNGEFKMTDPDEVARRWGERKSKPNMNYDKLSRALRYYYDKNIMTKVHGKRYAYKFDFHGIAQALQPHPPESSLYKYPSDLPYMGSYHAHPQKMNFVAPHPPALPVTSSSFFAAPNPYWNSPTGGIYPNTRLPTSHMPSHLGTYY
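His-tagged ERG Ets domain (1 uM in the protein solution; 300mM KCl, 50mM Tris-HCl, 1mM EDTA, 1mM DTT, pH 7.5) received compound, then a probe mix of 5 nM fluorescein-DNA and 100nM Texas-615-DNA. Fluorescence polarization was read for both dyes.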
Tb PGK inh – qHTS Assay to Find Inhibitors of Phosphoglycerate Kinase | Phosphoglycerate kinase, glycosomal (Trypanosoma brucei brucei), P07378 | PGK/GAPDH coupled, Kinase-Glo luminescence, 60 min | Potency, µM (top dose mostly 57.5 µM), inactives show top-dose activity change, negative = inhibition, actives largely listed as inhibitors | 380,000 tested, 0.043% active | AID 602233, 2012; note: potency is the fitted concentration of half-maximal effect; % is set by controls: 0 for no effect and ±100 for the full control effect; nearly all actives have a fitted effect of over 60% in size
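Recombinant glycosomal PGK reaction used 1,3-bisphosphoglycerate generated in-well by GAPDH (100nM final) in 100mM TEA pH 7.6, 5mM MgCl2, 0.01% Tween-20. After 60 minutes at room temperature, ATP was read by Kinase-Glo Plus luminescence end-point.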
G9a block – qHTS Assay for Inhibitors of Histone Lysine Methyltransferase G9a | AID 504332, 2011 | 350,000 tested, 8.8% active | Histone-lysine N-methyltransferase EHMT2 (Homo sapiens), Q96KQ7 | G9a H3K9 monomethylation, AlphaScreen, 2 h | Potency, µM (doses to about 102 µM), for inactives: at the highest dose activity, negative = inhibition, actives largely listed as inhibitors; note: potency is the fitted concentration of half-maximal effect; % is set by controls: 0 for no effect and ±100 for the full control effect; nearly all actives have a fitted effect of over 75% in size
Target sequence (Q96KQ7 913-1193 limits assumed): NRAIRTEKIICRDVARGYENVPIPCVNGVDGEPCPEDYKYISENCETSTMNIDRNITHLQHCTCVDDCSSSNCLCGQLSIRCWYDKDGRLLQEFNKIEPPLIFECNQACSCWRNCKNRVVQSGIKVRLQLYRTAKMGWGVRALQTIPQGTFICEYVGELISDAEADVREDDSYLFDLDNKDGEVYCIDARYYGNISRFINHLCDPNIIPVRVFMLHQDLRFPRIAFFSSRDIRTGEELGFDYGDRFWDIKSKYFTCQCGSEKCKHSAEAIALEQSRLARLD
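Quantitative HTS format: methyltransferase activity on a biotin-tagged H3K9 peptide is measured by AlphaScreen, using a rabbit anti-monomethyl-H3K9 antibody with streptavidin donor and anti-IgG acceptor beads. Final levels are 20 nM enzyme, 500 nM peptide, 20 uM SAM; 2 h RT.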
BAZ2B inh – qHTS Assay for Inhibitors of BAZ2B; AlphaScreen BAZ2B-H3K14Ac peptide displacement; Potency, µM (top dose mostly 114 µM), inactives show at the highest dose activity change, negative = inhibition, hits mostly inhibitors; 360,000 tested, 4.4% active; note: potency is the fitted concentration of half-maximal effect; % is set by controls: 0 for no effect and ±100 for the full control effect; nearly all actives have a fitted effect of over 60% in size
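BAZ2B 50 nM plus b-H3(5-23)K14Ac 50 nM, PBS pH 7.4/0.01% Tween-20, 30 min RT; compound added (max 110 uM), 30 min RT; streptavidin donor/Ni-chelate acceptor beads 10 ug/mL final, 20 min dark; AlphaScreen read.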
* marks the source's active call; other numbers are inactive results; i = inactive; ? = inconclusive; . = no result given; & = joins results of further samples; [ ] = another dose, or the depositor's remark. Unless noted, calls come from the whole dose curve; as a rule, active = well fitted curve in the direction sought with a large enough effect; inconclusive = small, poorly fitted or top-dose-only effect, or another doubt; inactive = no such curve, though single readings can be large; an effect the other way counts as inactive or inconclusive. This is a subset. The share of hits here may be higher or lower than overall.

SMILES	Pin1 inhibitor	GLS inh	JMJD2A Tudor	HP1b binding inh	PI4K2A block	ERG Ets-DNA blk	Tb PGK inh	G9a block	BAZ2B inh
Cc1ccc(CN2CCC3CCC(C3)C2)c(O)c1 (stereo not drawn)	-7%	?	-18%	45%[activator]	1	-4%	-3%	.	.
Cc1ncoc1C(=O)NCCC(c1ccccc1)c1ccccc1	-3%	20%	-3%	19%	5	3%	-1%	?	.
COc1ccc(C2CN(C)CC2C(=O)c2ccc(C)cc2)cc1Cl (stereo not drawn)	9%	-7%	-29%	-7%	0	9%	-1%	?	-30%
COc1ccc(-n2c(O)c(/C=C3\C=Nc4ccc(Br)cc43)c(=O)[nH]c2=O)c(OC)c1	57%[activator]	-6%	?	5%	-18	11%	5%	32µM*	?
Clc1ccccc1Nc1ncnc(-n2cccc2)n1	-2%	-1%	-14%	41%	-3	-7%	-5%	.	?
O=C(Nc1ccc(Br)cc1)c1nn(C23CC4CC(CC(C4)C2)C3)cc1Br	4%	-4%	-5%	21%	-3	-23%	-3%	.	-6%
Cc1ccc(N2C(=O)CC(=O)NC2=O)cc1Cl	?	-13%	-7%	38%	-5	10%	-2%	.	-14%
O=C1CC2OCC=C3CN4CCC56c7cc([N+](=O)[O-])ccc7N1C5C2C3CC46 (stereo not drawn)	-13%	1%	-10%	25%	-6	-12%	-4%	-32%	-12%
CCCCn1c(C)c(C(=O)O)c2cc(OC)ccc21	-9%	1%	-16%	13%	2	.	.	-7%[59 µM]	-9%
COc1ccc2c(c1OC)CN1CCc3cc4c(cc3[C@H]1C2)OCO4	-12%	9%	?	14%	-2	0%	2%	2%[2.33 µM]	-33%
CC(=O)Nc1cc([As](=O)(O)O)ccc1O	-1%	28%&9%	-20%	17%	5&0	-4%	-8%	-2%[59 µM]	-37%&-1%
Cc1cc(C)nc(/N=C(\N)c2c(O)[nH]c(=O)[nH]c2=O)n1	29%	.	0%	11%	2	-27%	-7%	0%[59 µM]	8%
Clc1ccccc1CNC1CN2CCC1CC2 (stereo not drawn)	1%	-3%	-23%	30%	-2	-8%	-6%	?	-28%
c1ccc(C(c2ccccc2)c2ccncc2)cc1	-2%	7%	-5%	28%	1	9%	-10%	.	.
Cc1nn(CC(=O)N2CCC3(CC2)OCCO3)c(=O)c2cc3ccccc3n12	-3%	-2%	7%	33%	7	-11%	i	15%	-1%
Oc1cc2c(cc1CN1CCN(c3ccc(F)cc3)CC1)OCO2	0%	?	?	-10%	3	12%	i	8.9µM*	?
CC1=CC(=C2C(=O)NC(=O)NC2=O)C=C(C(F)(F)F)N1Cc1ccccc1	6%	0%	-12%	33%	-2	-5%	-4%	.	-13%
O=C(CN1CCOCC1)NCC(=O)Nc1ccc(Br)cc1C(=O)c1ccccc1	-5%	-8%	-4%	25%	4	2%	i	-1%[59 µM]	5%
CC1=C(N2CC2)C(=O)C(CO)=C(N2CC2)C1=O	-1%	-2%	-10%	43%[activator]	-12	-6%	-3%	.	.
CC(=O)CC(c1ccccc1[N+](=O)[O-])c1c(O)c2ccccc2oc1=O (stereo not drawn)	-12%	-1%	-8%	30%	-1	-3%	-3%	50µM*	-19%
C=CCn1c(O)c(N=Nc2c(C)n(C)n(-c3ccccc3)c2=O)c(=O)[nH]c1=S	45%[activator]	16%	25µM*	10%	0	-1%	1%	0.79µM*	7.1µM*
Cc1cc(C)c(-n2c(O)c(/C=N/NC(=O)c3ccncc3)c(=O)[nH]c2=O)c(C)c1	?	-3%	?	49%[activator]	2	12%	-2%	8%	-39%
CCCCn1c(O)c(C(C)=NC(C)c2ccccc2)c(=O)[nH]c1=O (stereo not drawn)	-2%	4%	-16%	2%	1	-6%	-1%	-5%[2.33 µM]	?
Cn1c(=O)[nH]c2nncnc2c1=O	-1%	16%	?	40%[activator]	-11	11%	2%	.	.
COC(=O)[C@@H]1C[C@@]1(C)[C@@H](NP(=O)(c1ccccc1)c1ccccc1)c1ccccc1	0%	3%	-14%	24%	-2	-18%	-2%	-1%	-5%
COc1ccccc1-n1c(-c2ccccc2Br)nc2ccccc2c1=O	1%	-4%	-20%	35%	1	1%	-10%	8%	-6%
O=C(O)CNC(=O)C(CS)Cc1ccccc1 (stereo not drawn)	-8%	0%	-31%	12%	0&0	0%	-11%	-7%[59 µM]	7%
C=CCn1c(O)c(C(CC)=NCCN2CCOCC2)c(=O)[nH]c1=O	-13%	-9%	-32%	79%[activator]	-1	-1%	i	40µM*	?
CCOC(=O)C1C(=O)NC23CCCC2C1c1ccccc1O3 (stereo not drawn)	-7%	-8%	-5%	25%	4	-8%	i	-49%	-7%
C=C(C=O)CC1CC(O)[C@]2(C)OC3CC4OC5C[C@]6(C)O[C@]7(C)CCC8OC9C[C@]%10(C)OC%11C(C)=CC(=O)OC%11CC%10OC9C[C@@H](C)C8OC7CC6O[C@]5(C)CC5OC5C4OC3CC2O1 (stereo partly drawn)	0%	2%	-20%	5%	-2	-10%	2%	-12%[59 µM]	-6%

Arranged by molecular weight (highest first): 3 of the compounds above.
SMILES	Pin1 inhibitor	GLS inh	JMJD2A Tudor	HP1b binding inh	PI4K2A block	ERG Ets-DNA blk	Tb PGK inh	G9a block	BAZ2B inh
COC(=O)[C@@H]1C[C@@]1(C)[C@@H](NP(=O)(c1ccccc1)c1ccccc1)c1ccccc1	0%	3%	-14%	24%	-2	-18%	-2%	-1%	-5%
COc1ccccc1-n1c(-c2ccccc2Br)nc2ccccc2c1=O	1%	-4%	-20%	35%	1	1%	-10%	8%	-6%
O=C(O)CNC(=O)C(CS)Cc1ccccc1 (stereo not drawn)	-8%	0%	-31%	12%	0&0	0%	-11%	-7%[59 µM]	7%

Next part
SMILES	Pin1 inhibitor	GLS inh	JMJD2A Tudor	HP1b binding inh	PI4K2A block	ERG Ets-DNA blk	Tb PGK inh	G9a block	BAZ2B inh
CCCCCn1cc(C(=O)C(=O)N2CCOCC2)c2ccccc21	1%	2%	-7%	24%	-3	-1%	-10%	.	-3%
COc1cccc(NC(=O)[C@@H](NC(=O)N2C[C@H]3C[C@@H](C2)c2cccc(=O)n2C3)C(C)C)c1	-5%	-8%	-7%	47%[activator]	5	-14%	i	.	25%
C=CCn1c(O)c(C(CC)=Nc2ccc(C(=O)O)cc2)c(=O)[nH]c1=O	-10%	35%[activator]	?	0%	-2	3%	i	?	-37%
CN(C)C(=O)Oc1cccc([N+](C)(C)C)c1	-8%&-7%	-13%&-6%&-8%	5%&-19%	51%&1%[activator]	3&4&4&2	-22%&-5%	-6%&-1%	-8%[59 µM]	-17%&-5%
COc1cc(C(c2c(C)[nH]n(-c3ccccc3)c2=O)c2c(C)[nH]n(-c3ccccc3)c2=O)cc(OC)c1OC	9%	-1%	?	-8%	?	.	-3%[11.5 µM]	15%[0.501 µM]	45µM*
O=C(O)C1CN2CCC1CC2 (stereo not drawn)	-6%	6%	-15%	24%	3	5%	-1%	10%[59 µM]	-2%
O=S(=O)(c1ccc(Cl)cc1)N1CCCCC1c1cccnc1 (stereo not drawn)	-1%	1%	-10%	16%	-3	-3%	1%	-2%	-18%
O=c1[nH]c(=S)n(C2CC2)c(O)c1/C=N/Nc1ccccc1	1%	47%[activator]	?	-1%	-16	16%	-5%	1.4µM*	-34%
COc1cc(OC)cc(-c2sc3ccc(OC)cc3c2-c2ccc(OCCN3CCOCC3)cc2)c1	2%	-4%	?	-9%	-5	-10%	0%	.	.
COC(COC(N)=O)C1=C(N2CC2)C(=O)C(C)=C(N2CC2)C1=O (stereo not drawn)	-3%	1%	1%	20%	-12	.	-7%	.	.
COC(=O)c1ccc(COc2cc(C)cc3oc(=O)c4c(c23)CCCC4)o1	7%	7%	-7%	8%	1	.	-9%	-3%[59 µM]	4%
CCN1CCN(c2ccc(NC(=O)C(C)C)cc2Cl)CC1	3%	14%	-10%	21%	2	-1%	-2%	-2%	-4%

In the list so far, these have fluorine.
SMILES	Pin1 inhibitor	GLS inh	JMJD2A Tudor	HP1b binding inh	PI4K2A block	ERG Ets-DNA blk	Tb PGK inh	G9a block	BAZ2B inh
Oc1cc2c(cc1CN1CCN(c3ccc(F)cc3)CC1)OCO2	0%	?	?	-10%	3	12%	i	8.9µM*	?
CC1=CC(=C2C(=O)NC(=O)NC2=O)C=C(C(F)(F)F)N1Cc1ccccc1	6%	0%	-12%	33%	-2	-5%	-4%	.	-13%

Source: PubChem BioAssay
